TGFb SMAD3 inh – blocks TGF-b signaling; HepG2 CAGA-GFP TGF-b/SMAD3 reporter, GFP fluorescence, 18 h; TGF-beta stimulated, 500 pg/mL final; Potency, µM (top dose mostly 46.1 µM), inactives show at the top dose activity, negative = inhibition, usual class: inhibitors; 1.2% of 410,000 active; also: potency is read from the fitted curve at half-maximal effect; % is scaled to controls: 0 for no effect and ±100 for the full control effect; nearly all actives have a fitted effect of over 65% in size
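Read-out: total well GFP (ex488/em500-530) summed from mean per-cell fluorescence. Cells: HEPG2 CAGA-GFP, 1% FBS DMEM, 18 h at 37 degrees C with 500 pg/mL final TGF-beta. Unstimulated wells served as the full-inhibition control; stimulated DMSO wells = 0%.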
CCT chaperon mod – changes cytosolic chaperonin activity; purified chaperonin ATPase assay, HTRF ADP detection, 30 min; 0.3% of 360,000 active; activity change, % (no concentration beside the values), hits read low; in the data active = activity change below about -30%; also: % is scaled to controls: 0 for no effect and ±100 for the full control effect
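We incubate TRiC, 40 or 20 nM final, with library compounds at 76 uM and 10 uM ATP for 30 min at 37 °C. ADP formed is detected with Transcreener HTRF reagents after 30 min at room temperature.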
Mm-Cpn inhibitor – blocks the Methanococcus maripaludis chaperonin Mm-Cpn; 0.031% of 330,000 active; purified Mm-Cpn ATPase, ADP Transcreener TR-FRET; Potency, µM (top dose mostly 76.9 µM), for inactives: at the highest dose activity, negative = inhibition, hits mostly inhibitors; also: potency is read from the fitted curve at half-maximal effect; % is scaled to controls: 0 for no effect and ±100 for the full control effect; nearly all actives have a fitted effect of over 80% in size
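Eu-cryptate anti-ADP/ADP-d2 competition gives a ratio inversely related to ADP. Enzyme at 25 nM was pre-exposed to compound for 10 min, then given 10 uM ATP for 30 min, 37°C throughout.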
HepG2 tox – counter-screen for TGF-b inhibitors: cytotoxicity in HepG2 cells; HepG2 CAGA-GFP viability, ATP luminescence, 18 h; Potency, µM (doses to about 46.1 µM), inactives show top-dose activity change, negative = cytotoxicity, usual class: cytotoxic; 0.76% of 410,000 active; AID 588856; also: potency is read from the fitted curve at half-maximal effect; some results filed as inactive show a strong effect at the top dose
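HepG2 CAGA-GFP cells (1000/well, DMEM with 1% FBS) received compound, then TGF-beta at 500 pg/mL final, and were incubated 18 hours at 37 degrees C. Viability was read by CellTiter-Glo luminescence. Media-only wells were set as complete cell-killing and DMSO as no toxicity.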
A549 viability – A549 cytotoxicity, counter-screen for Nrf2 inhibitors; A549 ARE-Fluc cells, CellTiter-Fluor viability, 18-24 h; Potency, µM (highest dose often 46 µM), without a hit: top-dose activity change, negative = cytotoxicity, actives largely listed as inhibitors; 0.16% of 390,000 active; also: potency is read from the fitted curve at half-maximal effect; % is scaled to controls: 0 for no effect and ±100 for the full control effect
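Cytotoxicity counterscreen: CellTiter-Fluor fluorescence was measured in A549 ARE_Fluc cells after 18-24 h of compound exposure in a concentration series. The subsequent BugLite luminescent read reports ARE-luciferase activity.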
Akt phos inh – inhibitors of Akt phosphorylation. Neuro2A IGF-stimulated pAkt S473 HTRF, 20 min; hits give low values. activity change, % for hits at 50 µM. 0.32% of 360,000 active. AID 651550; in the data active = activity change below about -80%; inconclusive = mostly about -51% to -80%; also: % is scaled to controls: 0 for no effect and ±100 for the full control effect
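Neuro2A cells in DMEM with 0.5% FBS, overnight at 37 deg C, given compound at single 50 µM final, then IGF (6 nM final) for 20 min at 37 deg C. Lysed; phospho-Akt Ser473 by HTRF after 24 h, 665/615 ratio.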
Nrf2 inh – Nrf2 pathway inhibition | A549 ARE-Fluc reporter, luciferase luminescence, 18-24 h | Potency, µM (top dose mostly 46 µM), for the others: at the top dose activity change, negative = inhibition, most hits filed as inhibitors | 2.1% of 360,000 active | AID 504444; also: potency is read from the fitted curve at half-maximal effect; % is scaled to controls: 0 for no effect and ±100 for the full control effect; nearly all actives have a fitted effect of over 60% in size
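Reporter: ARE-Fluc in A549. Exposure: 18-24 h, 37 °C, 5% CO2, 5% FBS OPTI-MEM. Readouts: fluorescent cytotoxicity (CellTiter-Fluor), then luminescent Nrf2 signal after BugLite.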
ATXN viability – reduces viability in counter-screen for ATXN expression inhibitors; Potency, µM (top dose mostly 56.7 µM), most hits filed as cytotoxic; 0.49% of 400,000 active; S2 cells (HEK-293 line with an ATXN2-luciferase reporter) viability, CellTiter-Fluor protease fluorescence, 24 h; also: potency is read from the fitted curve at half-maximal effect; nearly all actives have a fitted effect of over 40% in size
Nrf2 activator – activators of Nrf2 (ARE) signaling. AREc32 ARE-luciferase reporter (MCF7-derived line), luminescence, 24 h. Potency, µM (doses to about 46.1 µM), without a hit: at the highest dose activation, actives largely listed as activators. 0.31% of 410,000 active; also: potency is read from the fitted curve at half-maximal effect; % of control where 0% means no effect; nearly all actives have a fitted effect of over 65% in size
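Luciferase luminescence (Steady-Glo, 30 min at room temperature) served as the read-out of ARE activation in AREc32 cells treated with compounds for 24 hr at 37 deg C.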
* hit, by the source's call; i = inactive; ? = inconclusive; · = not tested or not shown; [ ] = dose if it differs, or a comment. Unless noted, calls follow the shape of the dose curve; as a rule, active = well fitted curve in the direction sought with a large enough effect; inconclusive = small, poorly fitted or top-dose-only effect, or another doubt; inactive = no such curve, though single readings can be large; an effect the other way counts as inactive or inconclusive.

SMILES	TGFb SMAD3 inh	CCT chaperon mod	Mm-Cpn inhibitor	HepG2 tox	A549 viability	Akt phos inh	Nrf2 inh	ATXN viability	Nrf2 activator
CC(=O)c1ccc(N2CCN(C(=O)Cc3cccs3)CC2)cc1	-8%	-0.8	-1%	-23%	1%	i	24%	i	3.4%
CCCCCn1c(CCCNC(=O)c2ccc(Cl)cc2)nc2ccccc21	?	·	·	-17%	?	·	?	i	5.4%
N/C(=N\OC(=O)c1cccs1)c1cccc(Br)c1	14%	-2.8	-1%	12%	-1%	i	?	i	11µM*
Cc1cc(C)c(C)c(S(=O)(=O)Nc2ccccc2C(=O)NCCCn2ccnc2)c1C	11%	-0.9	2%	-91%	-3%	i	-18%	i	0.2%
COc1ccc(-n2nc(C(=O)NCC(=O)NCCCN3CC(C)CC(C)C3)c3ccccc3c2=O)cc1Cl (centres undefined)	-25%	-0.5	-1%	-30%	-1%	i	3%	?	2.4%
CCOc1cc(CNCCCN2CCOCC2)ccc1OCC(=O)NC(C)(C)C	4%	1.7	2%	7%	-6%	i	17%	i	0.4%
COCCn1c(CCC(=O)Nc2ccc(C)c(Cl)c2)nc2cccnc21	6%	·	·	-3%	11%	·	-14%	i	0.0%
COc1ccccc1CNC(=O)C1CCC(CNS(=O)(=O)c2ccc(F)cc2)CC1 (centres undefined)	1%	-0.9	0%	-16%	15%	i	18%	i	-0.6%
Cc1cccc(C(=O)OC(C)C(=O)N2CCN(Cc3ccccc3)CC2)c1 (centres undefined)	-1%	-6.0	2%	-22%	0%	i	9%	i	0.3%
Cc1cccc(NC(=O)Cn2c(=O)n(Cc3nc(-c4ccccc4)no3)c(=O)c3ccccc32)c1	-28%	·	·	-31%	-1%	·	-7%	·	-1.4%
CCOC(=O)CSc1nc2ccc(C)cc2n2cnnc12	?	2.1	?	-15%	1%	i	6%	i	0.2%[9.22 µM]
Cc1c([C@H]2[C@@H](CC#N)C2(C)C)c2ccccc2n1C	-23%	-2.0	-1%	-14%	14%	i	2%	i	0.6%
Clc1ccc(CNc2ccc(N3CCN(Cc4ccccc4)CC3)cc2)cc1	-23%	1.0	0%	-25%	-20%	i	?	?	4.1%
COc1ccc2cc(C(C)C(=O)OC(C)C)ccc2c1 (centres undefined)	-11%	-5.1	1%	-8%	11%	i	9%	i	0.3%
O=C(c1ccccc1)N1CCC(c2nc(-c3ccc(S(=O)(=O)NCC4CCCO4)cc3)no2)CC1 (centres undefined)	-5%	3.5	1%	4%	-13%	i	3.7µM*	i	2.2%
Cc1nn(Cc2ccc(F)cc2)c(C)c1NC(=O)c1noc2c1CCCCC2	?	0.6	3%	-23%	12%	?	?	i	-0.4%
CC(=O)NC1=NC(=O)/C(=C/N2CCCCC2)S1	5%	-0.6	0%	7%	-13%	i	8%	i	0.2%
C[N+]1(CC(O)COCC2COc3ccccc3O2)CCOCC1 (centres undefined)	2%	1.8	0%	-27%	16%	i	?	i	-0.1%
Cc1c(OCC(=O)NCC2CCC(C(=O)NCCCO)CC2)ccc2c(-c3ccccc3)cc(=O)oc12 (centres undefined)	6%	-1.2	-1%	4%	5%	i	1%	i	-0.8%
Cn1cccc1C(=O)OCC(=O)Nc1cc(C(C)(C)C)nn1-c1ccccc1	1%	-0.3	0%	-22%	-16%	i	-4%	i	0.1%

Laid out differently: entries from further up
structure | TGFb SMAD3 inh | CCT chaperon mod | Mm-Cpn inhibitor | HepG2 tox | A549 viability | Akt phos inh | Nrf2 inh | ATXN viability | Nrf2 activator
CC(=O)c1ccc(N2CCN(C(=O)Cc3cccs3)CC2)cc1 | -8% | -0.8 | -1% | -23% | 1% | i | 24% | i | 3.4%
CCCCCn1c(CCCNC(=O)c2ccc(Cl)cc2)nc2ccccc21 | ? | · | · | -17% | ? | · | ? | i | 5.4%
N/C(=N\OC(=O)c1cccs1)c1cccc(Br)c1 | 14% | -2.8 | -1% | 12% | -1% | i | ? | i | 11µM*

New compounds follow
SMILES	TGFb SMAD3 inh	CCT chaperon mod	Mm-Cpn inhibitor	HepG2 tox	A549 viability	Akt phos inh	Nrf2 inh	ATXN viability	Nrf2 activator
COc1ccccc1NC(=O)N1c2ccccc2Sc2ccccc21	?	·	·	4%	9%	·	?	i	1.4%
COc1ccccc1C(=O)NCC(=O)Nc1ccc2c(c1)CCC2	-17%	-0.2	-3%	-1%	-1%	i	?	i	5.7%
CC(=O)Nc1cccc(C(=O)Nc2cccnc2)c1	?	3.6	0%	1%	6%	i	-15%	i	-0.5%
CCC(=O)NC(=S)NNC(=O)c1ccc(OC)cc1	-18%	0.2	0%	2%	-5%	i	?	i	0.6%
CC1CC(C)CN(CC(O)COCCOc2ccc(Br)cc2)C1 (centres undefined)	-1%	-4.6	-1%	-8%	0%	i	7%	i	2.9%[9.22 µM]
Cc1nnc(SCC(=O)c2ccc(Cl)cc2)n(N)c1=O	?	-1.8	-7%	16%	-2%	i	?	?	17%
CN1CCC(=C2c3ccccc3C(O)c3ccccc32)CC1 (centres undefined)	8%	0.0	-1%	2%	1%	i	?	i	-0.2%
O=c1oc2ccc(Br)cc2cc1-c1nc2c(s1)CCc1ccccc1-2	25%	·	·	6%	0%	·	8%	·	·
CCCCCn1nc(C(=O)N2CCc3ccccc32)c2ccccc2c1=O	?	0.9	1%	-29%	7%	i	?	i	0.4%
COC(=O)c1ccc(NC(=O)c2sc3nc(-c4ccccc4)cn3c2C)cc1	-2%	-3.6	1%	1%	-4%	i	-15%	?	-0.4%
Cc1ccc2c(Cl)cc(Cl)c(OCC(=O)Nc3cc(S(=O)(=O)N(C)C)ccc3C)c2n1	-11%	2.6	-6%	-24%	-18%	i	15µM*	i	3.2%
COc1cccc(/C=C2\SC(N3CCCC(C)C3)=NC2=O)c1OC (centres undefined)	0%	1.5	-2%	-42%	-4%	i	21%	i	?
CCN(CC)S(=O)(=O)c1ccc2oc(C(=O)NCCN3CCOCC3)c(C)c2c1	?	-3.7	-1%	-3%	1%	i	-6%	i	0.0%
S=C(NCc1ccco1)Nc1ccc(Cl)c(Cl)c1	?	-3.8	0%	-40%	?	i	?	i	5.8%
O=C(CC1C(=O)NCCN1Cc1ccccc1C(F)(F)F)NC1CCCCCC1 (centres undefined)	-19%	-1.5	-5%	-24%	?	i	-26%	i	0.3%
NC(=O)Nc1ccc(C(=O)OCC(=O)NC2CCCc3ccccc32)cc1 (centres undefined)	1%	2.7	-19%	-9%	10%	i	11%	i	-0.6%
COC(=O)COc1ccc(-c2nnc(Nc3ccc(O)cc3)c3ccccc23)cc1	?	·	·	11µM*	-1%	·	-2%	?	-4.1%
CCC(c1ccccc1)c1noc(CCN(CC)CC)n1 (centres undefined)	-8%	-1.3	·	-19%	·	i	·	i	5.8%
COc1ccc(NC(=S)N(CCCN2CCOCC2)Cc2ccco2)cc1	-6%	-4.5	-2%	-2%	8%	i	-2%	i	0.1%
O=C(C[C@H]1C(=O)N(Cc2cccnc2)C[C@@H]1Cc1ccccc1)Nc1ccccc1	16%	-0.9	·	20%	·	i	·	i	0.1%
O=C(Cn1ncc2c3ccccc3n(Cc3ccccc3)c2c1=O)NCCc1ccc(Cl)cc1	?	·	·	7%	-11%	·	-11%	i	-0.3%
CC(=O)N1C[C@H]2CON(C)[C@H]2C[C@H]1c1cccc(-c2ccccc2C)c1	0%	2.1	·	-11%	1%	i	9%	i	-0.2%
N#Cc1nc(-c2cccs2)oc1NCC1CCCO1 (centres undefined)	-15%	-1.2	-7%	2%	3%	i	10%	i	2.8%
CC1(C(=O)NS(=O)(=O)C2CC2)CCN(C(=O)COCc2ccccc2)C1 (centres undefined)	-10%	-3.6	·	4%	·	i	·	i	0.7%[9.22 µM]
COc1cccc(NC(=O)c2oc3ccccc3c2NC(=O)C2CCCCC2)c1	1%	·	·	-6%	4%	·	6%	i	0.0%
C#CCOCCOCCOCCNc1nc(N2CCN(C(=O)[C@H](CCCCN)n3cc(CN)nn3)CC2)nc(N2CCN(C(=O)[C@H](CCCCN)n3cc([C@@H](N)[C@H](C)CC)nn3)CC2)n1	-20%	-0.8	3%	11%	1%	i	11%	i	-1.3%
C=CCn1c(SCC(=O)NCc2ccc3c(c2)OCO3)nc2scc(-c3ccccc3)c2c1=O	-11%	-1.4	-2%	-13%	-3%	i	-21%	i	0.4%
Cc1ccc(SC[C@H](c2ccccc2)N2CCN(CC(C)C)CCC2=O)cc1	-2%	1.0	1%	1%	1%	i	?	i	4.6%
Cc1cc(/C=C(\C#N)C(=O)NCc2ccco2)c(C)n1-c1ccc(C(=O)O)cc1	5%	-8.3	2%	-1%	1%	i	-15%	i	0.3%
O=C(CN1C(=O)c2cccc3cccc1c23)Nc1ccc(S(=O)(=O)N2CCOCC2)cc1	-10%	-1.0	-10%	-40%	6%	i	·	i	-0.5%
O=C(/C=C/[C@H]1O[C@@H](n2cnc3c(NC(=O)c4ccccc4)ncnc32)[C@H](O)[C@@H]1O)NCC1CCCO1 (some centres undefined)	-3%	0.8	·	-10%	·	i	·	i	-0.1%
CCCCc1ncc(CN2CCC(n3nccc3NC(=O)C(OC)c3ccccc3)CC2)[nH]1 (centres undefined)	-1%	-2.7	-2%	-2%	0%	i	2%	i	-0.2%
O=C(CSc1nc(=O)n(Cc2ccccn2)c2c1CCC2)Nc1ccc(F)cc1F	3%	1.0	1%	9%	3%	i	-24%	i	2.4%
N#CCCn1cc(C(=O)Nc2ccc(C(=O)O)cc2)c(-c2ccc([N+](=O)[O-])cc2)n1	-22%	1.8	-3%	0%	8%	i	24%	i	-1.1%
COc1cccc(/C=N/c2nc3ccccc3n2C)c1O	4%	-0.4	1%	1%	-1%	i	3%	?	0.5%

From PubChem
